Compound activity from PubChem BioAssay.
WRN helicase inh: qHTS for Inhibitors of WRN Helicase; AID 651768, 2012; Potency, µM (top dose mostly 114 µM), for inactives: top-dose activity change, negative = inhibition, most hits filed as inhibitors; WRN helicase unwinding, fluorescent forked duplex, kinetic; 0.46% of 360,000 active; note: potency is the fitted concentration of half-maximal effect; % is set by controls: 0 for no effect and ±100 for the full control effect; nearly all actives have a fitted effect of over 55% in size
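Fluorescence dequenching readout, ex 525 nm/em 598 nm, kinetic mode: forked duplex DNA (100 nM final) with adjacent fluorophore and quencher unwound by WRN (20 nM final) with 2 mM ATP. Compound preincubation 15 min, room temperature.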
PLK1 PBD block: qHTS for Inhibitors of PLK1-PDB (polo-like kinase 1 - polo-box domain): Primary Screen; Potency, µM, inactives show max response, negative = inhibition, actives largely listed as inhibitors; Serine/threonine-protein kinase PLK1 (Homo sapiens), P53350; Plk1 PBD binding of FITC phosphopeptide, fluorescence polarization; AID 720504, 2013; 2.8% of 360,000 active; note: potency is the fitted concentration of half-maximal effect; series mostly up to about 57 µM; % is set by controls: 0 for no effect and ±100 for the full control effect; nearly all actives have a fitted effect of over 65% in size
FUS yeast rescue: qHTS for Suppressors of FUS Proteinopathy: Primary screen using FUS-linked yeast assay. 0.24% of 390,000 active. Potency, µM (highest dose often 76.6 µM), for the others: at the highest dose growth rescue (activation), most hits filed as activators. AID 1347120, 2019. S. cerevisiae FUS-expressing, growth rescue, OD600, 24 h;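 note: potency is the fitted concentration of half-maximal effect; plate controls were DMSO vehicle for no effect and reference control for full effect; nearly all actives have a fitted effect of over 55% in size; some results filed as inactive show a strong effect at the top dose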
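Restored growth of FUS-toxic S. cerevisiae, read as 600 nm absorbance after 24 h at 30C in galactose medium (starting OD 0.005). Controls CP55940 and DMSO.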
PI5P4Ka inh: qHTS for Inhibitors of phosphatidylinositol 5-phosphate 4-kinase (PI5P4K). max response, %. 1.2% of 330,000 active. PI5P4Kalpha enzyme, ADP-Glo luminescence, 60 min; active compounds read low. Phosphatidylinositol 5-phosphate 4-kinase type-2 alpha (Homo sapiens), P48426; active = max response of -50% or lower; inconclusive = between -30% and -50%; inactive = -30% or higher; note: value at the top dose of about 77 µM; % is set by controls: 0 for no effect and ±100 for the full control effect
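qHTS, 1536-well: enzyme/substrate mix, compound by pin tool, 5 microM ATP final; RT 60 min; ADP-Glo reagents 1 (45 min) then 2 (30 min); luminescence.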
EPAC1 antagonist: qHTS for Antagonist of cAMP-regulated guanine nucleotide exchange factor 3 (EPAC1): primary screen; Rap guanine nucleotide exchange factor 3 (Homo sapiens), O95398; AID 720709, 2013; Potency, µM (series often up to 115 µM), inactives show top-dose activity change, negative = inhibition, usual class: inhibitors; 0.14% of 360,000 active; EPAC1 GEF assay, Rap1b-BODIPY-GDP exchange fluorescence;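 note: potency is the fitted concentration of half-maximal effect; plate controls were vehicle for no effect and positive control for full effect; nearly all actives have a fitted effect of over 50% in size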
IL-2 act: qHTS of IL-2 Activators; 0.065% of 360,000 active; AID 652025, 2013; activation, % (series mostly up to about 46 µM); IL-2 activation reporter assay, cell-based qHTS; stimulated with anti-CD3/CD4/CD28 beads; in transgenic mouse T cells; in the data active = activation above about 50%; inconclusive = mostly about 30% to 49%; note: 0% is about no effect
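Quantitative HTS in unstimulated transgenic mouse T cells, with memory T cells as non-tolerant control and PMA/ionomycin as tolerance-bypass control. Compound pretreatment lasted 60 minutes before 18 h bead stimulation; EGFP/DsRed fluorescence read.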
Abeta rescue: qHTS for compounds that reverse cellular toxicity of Amyloid beta (A-beta) peptide in yeast: Primary Screen; yeast expressing A-beta42, growth rescue, OD600, 48 h; response scale: 0% DMSO, 100% iron-clioquinol control; Potency, µM (top dose mostly 46.1 µM), without a hit: at the highest dose growth rescue, hits mostly activators; 0.063% of 410,000 active; AID 1347071, 2019; note: potency is the fitted concentration of half-maximal effect; nearly all actives have a fitted effect of over 55% in size
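Yeast A-beta toxicity model in growth medium with pinned compounds, 48 h at 30 C; growth read as absorbance at 600 nm. Normalized to FeCl3/clioquinol equimolar mix (positive) and DMSO (negative).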
aSyn rescue: qHTS of alpha-syn Inhibitors; Yeast expressing alpha-synuclein, growth rescue, BacTiter-Glo, 24 h; Potency, µM (doses to about 46.1 µM), for the others: at the highest dose growth rescue (activation), most hits filed as activators; 0.14% of 370,000 active; AID 652106, 2013; note: potency is the fitted concentration of half-maximal effect; % of control where 0% means no effect; nearly all actives have a fitted effect of over 65% in size
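Readout is rescue of growth in alpha-synuclein-expressing yeast, so inhibitors of toxicity appear as activators. Growth after 24 hr at 30 deg C in galactose medium is quantified by luminescence.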
EPAC1 agonist: qHTS for Agonist of cAMP-regulated guanine nucleotide exchange factor 3 (EPAC1): primary screen. 0.073% of 360,000 active. AID 720707, 2013. EPAC1 agonist qHTS, biochemical assay; response scale: 100% = response to 6.5 mM cAMP. Potency, µM (titrated, usually from 154 µM), for inactives: at the highest dose activation, actives largely listed as activators. Rap guanine nucleotide exchange factor 3 (Homo sapiens), O95398; note: potency is the fitted concentration of half-maximal effect; nearly all actives have a fitted effect of over 60% in size
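Compounds were pinned as a concentration titration into mixtures of EPAC1 (100 nM), BODIPY-GDP-loaded Rap1B (250 nM) and GDP (50 uM). After 5 min at room temperature, fluorescence was followed for 30 min; activity was scaled to 6.5 mM cAMP.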
Starred values were filed as active, the others as inactive; ? = inconclusive; . = no result given; [ ] = remark or other dose. Unless noted, calls come from the whole dose curve; as a rule, active = well fitted curve in the direction sought with a large enough effect; inconclusive = small, poorly fitted or top-dose-only effect, or another doubt; inactive = no such curve, though single readings can be large; an effect the other way counts as inactive or inconclusive.

# | mol | WRN helicase inh | PLK1 PBD block | FUS yeast rescue | PI5P4Ka inh | EPAC1 antagonist
1 | O=C(Nc1ccc(Cl)cc1)c1cccs1 | -9% | -5% | -2% | -2 | 2%
2 | COc1cc(-c2cccs2)cc(=O)c2c(C)oc(C)c12 | -14%[57.1 µM] | -1% | 23% | . | 2%
3 | Fc1ccccc1NC(=S)N1CCN(C/C=C/c2ccccc2)CC1 | 4% | -9% | . | -5 | -9%
4 | O=c1cc(Cl)c2ccccc2n1-c1ccccc1 | 10% | -12% | -10% | -5 | 6%
5 | COc1ccc(NC(=O)C[C@H]2C(=O)N(C3CCCCC3)C[C@@H]2c2ccc(OC)cc2)cc1 | -2% | -5% | 30% | 0 | 5%
6 | CCCn1c2ccc(C)cc2c2n[nH]c(=S)nc21 | -8%[57.1 µM] | 27µM* | 13% | -8 | 26%
7 | Cc1[nH]c(C)c2c(=O)n(-c3ccccc3)ncc12 | 2% | -9% | -2% | -1 | -9%
8 | C=CCOc1nc2c(c(=O)n(C)c(=O)n2C)n1Cc1ccc(Cl)cc1Cl | -2% | -10% | -19% | . | 2%
9 | COc1cc(SC#N)ccc1N=Cc1c(C)[nH]n(-c2ccc(C)c(C)c2)c1=O | -11% | ? | . | -5 | -14%
10 | O=C(COC(=O)CNC(=O)C1CCCCC1)Nc1ccc(Cl)cn1 | -2% | 3% | 8% | -4 | 3%
11 | Cc1cc(C)n2c(NC3CCCCC3)c(CC(C)C)nc2n1 | 2% | -9% | -4% | 0 | 1%
12 | N#C/C(=N\Nc1cccc2ccccc12)c1nnc2n1CCCCC2 | 5% | 6% | -8% | -1 | -8%
13 | Cc1cc2cc(C)c(SCC(=O)NCc3ccco3)nc2cc1C | 3% | -6% | 9% | 2 | 6%
14 | S=C1Cc2ccccc2N1 | 6% | 12µM* | 1% | -64* | ?
15 | CC(=O)c1ccc(OC(=O)C(CCS(C)(=O)=O)N2C(=O)c3ccccc3C2=O)cc1 (stereo not given) | 0% | -10% | 9% | . | 4%

# | IL-2 act | Abeta rescue | aSyn rescue | EPAC1 agonist
1 | -2.3 | -35%[inhibitor] | -28% | 3%
2 | -1.9 | -10% | 11% | 17%
3 | -0.4 | 11% | 6% | -8%
4 | -0.5 | 5% | 3% | 15%
5 | -0.4 | 1% | -9% | 4%
6 | -0.3 | 24% | -13% | -3%
7 | -3.3 | -14% | 0% | -4%
8 | -2.8 | 7% | 8% | 3%
9 | -5.2 | 0% | 4% | -7%
10 | -1.2 | 19% | 1% | 5%
11 | -0.4 | -6% | -10% | 3%
12 | 0.2 | 3% | 0% | -9%
13 | -1.9 | 14% | 16% | 1%
14 | 3.7 | -87%[inhibitor] | -79%[inhibitor] | 9%
15 | 0.6 | 17% | 6% | -2%

2 entries drawn at random from those above:
# | mol | WRN helicase inh | PLK1 PBD block | FUS yeast rescue | PI5P4Ka inh | EPAC1 antagonist
6 | CCCn1c2ccc(C)cc2c2n[nH]c(=S)nc21 | -8%[57.1 µM] | 27µM* | 13% | -8 | 26%
8 | C=CCOc1nc2c(c(=O)n(C)c(=O)n2C)n1Cc1ccc(Cl)cc1Cl | -2% | -10% | -19% | . | 2%

# | IL-2 act | Abeta rescue | aSyn rescue | EPAC1 agonist
6 | -0.3 | 24% | -13% | -3%
8 | -2.8 | 7% | 8% | 3%

Next entries:
# | mol | WRN helicase inh | PLK1 PBD block | FUS yeast rescue | PI5P4Ka inh | EPAC1 antagonist
16 | COCc1cc(C)nc(SCC(=O)Nc2cccc(C)c2)c1C#N | 9% | -7% | -6% | -2 | 6%
17 | CCOc1ccc(CNC(=O)c2ccc(NC(=O)C3=CSCCO3)cc2)cc1 | -2% | -12% | 9% | 1 | -15%
18 | CCOc1ccc(NC(=O)CN(C)C(=O)CCN2C(=O)C3CC=CCC3C2=O)cc1OCC (stereo not given) | 5% | -9% | 10% | 4 | 26%
19 | Cc1cccc(C2c3[nH]c4ccccc4c3CCN2C(=O)c2ccc(=O)[nH]c2)n1 (stereo not given) | -8% | 0% | 3% | 1 | -4%
20 | C[C@H](C(=O)CC(=O)OC(C)(C)C)[C@H](O)c1ccccc1 | -1% | -3% | 7% | -2 | 1%
21 | O=C(NCC1CCCO1)c1cc(-c2ccccc2)nc2ccc(Br)cc12 (stereo not given) | -5% | 0% | 8% | -3 | -22%
22 | Cc1ccc(O)c(/C=N/NC(=O)Cc2ccc(Cl)cc2)c1 | -13% | -5% | -11% | 10 | -11%
23 | COc1ccc(C=NN=C2c3ccccc3-c3ccccc32)cc1O | -13% | -1% | . | 72 | -6%
24 | COc1ccccc1C(=O)NCCC(=O)Nc1cccc(S(=O)(=O)N2CCCC2)c1 | -8% | -5% | 14% | -2 | ?
25 | O=[N+]([O-])c1ccc(N2CCCCCC2)c(S(=O)(=O)N2CCCCC2)c1 | -7% | -21% | 8% | -1 | -9%
26 | COc1ccc(COC[B-](F)(F)F)cc1 | -4% | 5% | -26% | 0 | 0%
27 | COC(=O)[C@@](C)(O)C1(C(=O)SC(C)(C)C)CC1 | -6% | 3% | -12% | 3 | -4%
28 | CN(C)/C(=N\S(=O)(=O)c1ccccc1)c1ccc([N+](=O)[O-])cc1 | -12% | -9% | 14% | 7 | 0%
29 | CCc1nnc(SCC(=O)Nc2nc(C)c(C(=O)N(C)C)s2)n1CC | 1% | -1% | -2% | -8 | -8%
30 | COc1ccc(-n2nnnc2SCc2nc(N)nc(N3CCOCC3)n2)cc1 | -9% | -3% | -5% | -4 | -8%

# | IL-2 act | Abeta rescue | aSyn rescue | EPAC1 agonist
16 | 3.4 | -2% | -13% | -3%
17 | -0.8 | 5% | -5% | -5%
18 | -0.2 | -4% | 0%[1.84 µM] | 6%
19 | -0.3 | -1% | 3% | 9%
20 | -0.1 | 2% | -9% | 6%
21 | -3.2 | 11% | -21% | -10%
22 | -0.5 | -4% | 11% | -10%
23 | -3.6 | 0% | 1% | 27%
24 | 0.1 | -8% | -1% | 12%
25 | -0.8 | 0% | 1% | 13%
26 | -0.1 | -6% | -15% | 6%
27 | -2.5 | 2% | -10% | -3%
28 | -0.8 | -10% | -2% | -1%
29 | -0.8 | 17% | -1% | 17%
30 | -0.6 | 24% | 2% | 0%

Later entries:
# | mol | WRN helicase inh | PLK1 PBD block | FUS yeast rescue | PI5P4Ka inh | EPAC1 antagonist
31 | COc1cccc(NC(=O)CN(C)CC(=O)Nc2ccc3c(c2)CCC3)c1 | -4% | -4% | 7% | 9 | 3%
32 | CCOc1ccc(C2/C(=C(\O)c3cccc(OC)c3)C(=O)C(=O)N2c2cc(C)on2)cc1OC (stereo not given) | 0% | -1% | 33% | -6 | -8%
33 | N#CC1=C(N)Oc2cc(N)ccc2C1c1ccsc1 (stereo not given) | -9% | -3% | . | -19 | -4%
34 | CCOc1ccc(C(=O)CCC(=O)N(CC)CC(=O)Nc2c(F)cccc2F)cc1 | -9%[11.6 µM] | -5% | 12% | ? | -1%
35 | CCn1c(SCC(=O)NCc2ccco2)nnc1C(C)C | 6% | -3% | 8% | -8 | 6%
36 | CCCCn1c(N)c(N(CCC(C)C)C(=O)c2ccc(N3CCCC3=O)cc2)c(=O)[nH]c1=O | 0% | -4% | -3% | -4 | 15%
37 | CCc1cccc(NC(=O)c2sc3nc4n(c(=O)c3c2C)CCC4)c1 | 3% | -10% | 25% | 8 | -3%
38 | CCOc1ccccc1Nc1ncnc2c1cnn2-c1ccccc1 | -7% | -18% | -24% | -23 | ?
39 | Cc1cc(S(=O)(=O)NCCN2CCOCC2)ccc1Cl | 10% | -25% | 17% | -4 | 2%
40 | O=C(NN=C(Cc1ccccc1)Cc1ccccc1)C1CC1 | -5% | 6% | 29% | 0 | -5%
41 | CCN(CC)C1Oc2cc3c(cc2C(c2cccc(OC)c2O)C1C)OCO3 (stereo not given) | 0% | 0% | . | 2 | -7%
42 | CCCN1C(=O)S/C(=C/c2ccc(N3CCOCC3)o2)C1=O | -24% | 105%[activator] | 21% | -12 | 42%[activator]
43 | COC(=O)N/N=C/c1cc([N+](=O)[O-])cc(Br)c1O | -19% | -9% | . | ? | 0%
44 | COc1ccccc1C(=O)Nc1cccnc1 | -22% | -6% | 6% | -1 | -2%

# | IL-2 act | Abeta rescue | aSyn rescue | EPAC1 agonist
31 | 0.9 | 19% | 6% | 10%
32 | 0.2 | 9% | -1% | 1%
33 | 0.9 | -5% | -5% | 1%
34 | -3.3 | 9% | -1% | -8%
35 | -1.0 | 11% | -8% | -2%
36 | -4.2 | 0% | -9% | -11%
37 | -2.2 | -36%[inhibitor] | 1% | 1%
38 | -0.7 | 0% | -3% | -15%
39 | 1.0 | 4% | -3% | 6%
40 | 1.5 | 11% | 0% | -6%
41 | -0.1 | 10% | 11% | 7%
42 | 23 | -19% | 25% | 79µM*
43 | -0.1 | -61%[inhibitor] | -60%[inhibitor] | -14%
44 | 0.3 | -13% | -2% | 4%

Values by screen from the list:
FUS yeast rescue for entries 33–44: ., 12%, 8%, -3%, 25%, -24%, 17%, 29%, ., 21%, ., 6%
Abeta rescue for entries 33–44: -5%, 9%, 11%, 0%, -36%[inhibitor], 0%, 4%, 11%, 10%, -19%, -61%[inhibitor], -13%
WRN helicase inh for entries 33–44: -9%, -9%[11.6 µM], 6%, 0%, 3%, -7%, 10%, -5%, 0%, -24%, -19%, -22%

Structures listed above printed as active in PI5P4Ka inh:
item | canonical_smiles | WRN helicase inh | PLK1 PBD block | PI5P4Ka inh | EPAC1 antagonist | EPAC1 agonist
14 | S=C1Cc2ccccc2N1 | 6% | 12µM* | -64* | ? | 9%
